Compound activity: PubChem BioAssay, National Center for Advancing Translational Sciences (NCATS)
HP1b binding inh = HP1-beta chromodomain-methylated histone interaction inhibition. P83916. AlphaScreen HP1-beta / biotin-H3K9me3 peptide binding. Potency, µM (titrated, usually from 114 µM), inactives show at the highest dose activity change, negative = inhibition, usual class: inhibitors. hit rate 0.56% among 390,000. AID 540317; note: potency is the fitted concentration of half-maximal effect; nearly all actives have a fitted effect of over 70% in size; inactives centre near 23
Target sequence (P83916 whole entry, looked up): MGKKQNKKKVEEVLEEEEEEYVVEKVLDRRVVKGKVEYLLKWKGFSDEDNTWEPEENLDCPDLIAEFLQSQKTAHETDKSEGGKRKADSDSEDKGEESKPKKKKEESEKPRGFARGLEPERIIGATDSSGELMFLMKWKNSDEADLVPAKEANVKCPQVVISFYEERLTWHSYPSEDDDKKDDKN
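HP1-beta protein (50 nM final) preincubated 30 min at room temperature with biotinylated H3(1-18)K9me3 peptide (50 nM) in PBS pH 7.4, 0.01% Tween-20, then compound added for 30 min. AlphaScreen streptavidin donor/nickel chelate acceptor beads (10 ug/mL final), 30 min dark, luminescence read.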
BAZ2B inh = BAZ2B (human) inhibition. Potency, µM (titrated, usually from 114 µM), without a hit: at the highest dose activity change, negative = inhibition, most hits filed as inhibitors. AlphaScreen BAZ2B-H3K14Ac peptide displacement. Q9UIF8. hit rate 4.4% among 360,000; note: potency is the fitted concentration of half-maximal effect; % is set by controls: 0 for no effect and ±100 for the full control effect; nearly all actives have a fitted effect of over 60% in size
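Multi-concentration screen (max 110 uM) measuring displacement of acetylated histone H3 peptide from BAZ2B by AlphaScreen, using 50 nM protein, 50 nM peptide and 10 ug/mL streptavidin donor plus Ni-chelate acceptor beads.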
G9a block = blocks human histone lysine methyltransferase G9a | Q96KQ7 | G9a H3K9 monomethylation, AlphaScreen, 2 h | AID 504332 | Potency, µM (top dose mostly 102 µM), inactives show top-dose activity, negative = inhibition, usual class: inhibitors | hit rate 8.8% among 350,000; note: potency is the fitted concentration of half-maximal effect; % is set by controls: 0 for no effect and ±100 for the full control effect; nearly all actives have a fitted effect of over 75% in size
Target sequence (Q96KQ7 913-1193 limits assumed): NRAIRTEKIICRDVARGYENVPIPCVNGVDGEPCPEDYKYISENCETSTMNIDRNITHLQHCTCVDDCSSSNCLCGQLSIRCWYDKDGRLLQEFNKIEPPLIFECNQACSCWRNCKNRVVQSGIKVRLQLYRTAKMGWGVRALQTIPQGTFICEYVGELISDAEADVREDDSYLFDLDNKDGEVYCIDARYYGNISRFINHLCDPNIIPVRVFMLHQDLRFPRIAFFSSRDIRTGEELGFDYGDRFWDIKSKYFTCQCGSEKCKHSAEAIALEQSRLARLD
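Readings reflect AlphaScreen signal from monomethyl-H3K9 antibody detection. HMT at 20 nM; substrate b-H3K9 500 nM; cofactor SAM 20 uM; 2 h RT reaction; compounds tested as titrations in qHTS with 15 min preincubation.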
Pin1 inhibitor = inhibitors of human Pin1 | Potency, µM (highest dose often 115 µM), for the others: at the top dose activity, negative = inhibition, most hits filed as inhibitors | Pin1 FP peptide displacement, HiFluor488, 10 min | Q13526 | hit rate 0.009% among 390,000; active = well fitted inhibition curve with a large enough effect in the polarisation, with a control signal flat, not every such curve was filed as active; inconclusive = small, poorly fitted or top-dose-only effect, or effect the other way, or a change in a side signal; inactive = no such curve, though single readings can be large or run the other way; the % refers to the polarisation; note: potency is the fitted concentration of half-maximal effect; % is set by controls: 0 for no effect and ±100 for the full control effect
POLH inh = DNA polymerase eta (human) inhibition. Q9Y253. recombinant Pol eta, fluorescent DNA replication assay. Potency, µM (top dose mostly 114 µM), without a hit: top-dose activity change, negative = inhibition, usual class: inhibitors. hit rate 1.2% among 390,000; note: potency is the fitted concentration of half-maximal effect; % is set by controls: 0 for no effect and ±100 for the full control effect
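Pol eta (10 nM) was preincubated with compounds for 15 min at room temperature, after which fluorescent replication substrate (50 nM final) was added to start the reaction. Fluorescence was read kinetically at 0 and 10 min.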
Tb PGK inh = T. brucei PGK inhibition; P07378; PGK/GAPDH coupled, Kinase-Glo luminescence, 60 min; Potency, µM (highest dose often 57.5 µM), for the others: at the top dose activity change, negative = inhibition, usual class: inhibitors; hit rate 0.043% among 380,000; AID 602233; note: potency is the fitted concentration of half-maximal effect; % is set by controls: 0 for no effect and ±100 for the full control effect; nearly all actives have a fitted effect of over 60% in size
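Recombinant glycosomal PGK reaction used 1,3-bisphosphoglycerate generated in-well by GAPDH (100nM final) in 100mM TEA pH 7.6, 5mM MgCl2, 0.01% Tween-20. After 60 minutes at room temperature, ATP was read by Kinase-Glo Plus luminescence end-point.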
GLS inh = inhibitors of human glutaminase (GLS) | O94925 | GLS enzymatic activity, qHTS titration | Potency, µM (highest dose often 45.5 µM), for inactives: top-dose activity change, negative = inhibition, usual class: inhibitors | hit rate 0.21% among 410,000; note: potency is the fitted concentration of half-maximal effect; % is set by controls: 0 for no effect and ±100 for the full control effect
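Coupled fluorescence readout: glutamate oxidase/HRP/Amplex Red detect glutamate formed by hKGA from L-glutamine (1 mM solution added). Buffer 45 mM KH2PO4 pH 8.2, 0.02% Tween-20; reads at t0 and 30 min RT.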
JMJD2A Tudor = blocks the human JMJD2A Tudor domain; hit rate 4.4% among 390,000; Potency, µM (top dose mostly 114 µM), without a hit: top-dose activity change, negative = inhibition, actives largely listed as inhibitors; AlphaScreen JMJD2A-Tudor / H3K4me3 peptide binding; note: potency is the fitted concentration of half-maximal effect; % is set by controls: 0 for no effect and ±100 for the full control effect; nearly all actives have a fitted effect of over 50% in size
PI4K2A block = blocks human PI4K2A kinase activity. Q9BTU6. activity change, negative = inhibition, % at 76.9 µM. purified PI4K2A, ADP-Glo luminescence, 1 h; hits give low values. hit rate 0.13% among 420,000; in the data active = activity change below about -50%; inconclusive = mostly about -30% to -49%;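 note: -100% = wells without enzyme as full effect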
Target sequence (Q9BTU6 whole entry, looked up): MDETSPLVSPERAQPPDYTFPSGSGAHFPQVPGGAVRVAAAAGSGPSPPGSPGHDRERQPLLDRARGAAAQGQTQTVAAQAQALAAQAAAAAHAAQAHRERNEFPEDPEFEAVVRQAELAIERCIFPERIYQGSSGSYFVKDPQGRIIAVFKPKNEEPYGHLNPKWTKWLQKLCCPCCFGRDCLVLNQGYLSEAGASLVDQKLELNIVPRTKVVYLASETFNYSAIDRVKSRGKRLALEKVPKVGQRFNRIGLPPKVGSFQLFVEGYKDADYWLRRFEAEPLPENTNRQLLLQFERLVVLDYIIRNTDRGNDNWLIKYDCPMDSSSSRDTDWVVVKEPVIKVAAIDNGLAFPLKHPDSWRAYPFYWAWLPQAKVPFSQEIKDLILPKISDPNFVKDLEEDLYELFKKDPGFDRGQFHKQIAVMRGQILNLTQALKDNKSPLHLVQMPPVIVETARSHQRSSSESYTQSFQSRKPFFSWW
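In this quantitative HTS, ADP production by PI4K2A was quantified luminescently after 1 h at ambient temperature; 100 microM adenosine served as plate-quality control.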
* hit, by the source's call; i = inactive; ? = inconclusive; nt = no result given; & = joins results of further samples; ! = not active in a repeat; [ ] = remark or other dose. Unless noted, calls come from the whole dose curve; as a rule, active = well fitted curve in the direction sought with a large enough effect; inconclusive = small, poorly fitted or top-dose-only effect, or another doubt; inactive = no such curve, though single readings can be large; an effect the other way counts as inactive or inconclusive. Only part of the results is shown. The share of hits here may be higher or lower than overall.

Results follow in this order: POLH inh, JMJD2A Tudor, GLS inh, Pin1 inhibitor, PI4K2A block, Tb PGK inh, G9a block, HP1b binding inh, BAZ2B inh
S=c1nc(-c2ccccc2)oc2c1CCCC2
  -22.2%, 4.1%, ?, 1.0%, -1.1, i, 19.9%, 32.6%, 1.1%
CCOc1ccccc1C(=O)NCC(=O)O
  -21.7%, -7.5%, 1.8%, -5.9%, -1.0, -7.4%, -29.9%, 36.1%, ?
O=[N+]([O-])c1cc(-n2cccc2)ccc1N1CCOCC1
  -19.2%, 50.1µM*, 4.8%, -6.6%, 1.9, -9.8%, ?, 70.8µM*, 35.5µM*
Cc1csc(CNc2ncnc3ccc(-c4ccc5c(c4)OCCO5)cc23)c1
  -5.6%, ?, 1.7%, 10.5%, -1.6, 5.5%, 7.4%[12.7 µM], 32.1%, -33.4%
Cc1[nH]c(=O)[nH]c(=O)c1/C=N/NC(=O)CCNC(=O)OC(C)(C)C
  17.6%, -6.6%[11.4 µM], -0.5%, 3.1%, 0.2, -2.6%, 5.2%, 70.1%[activator], -15.0%
Cc1cccc2nc(-c3cccc(NS(=O)(=O)c4ccccc4)c3)cn12
  nt, -23.5%, 7.3%, 14.2%, -0.1, nt, -32.0%[59 µM], -21.1%, -8.0%
Cc1ccc2c(c1)C(O)(CC(=O)c1ccc(C)s1)C(=O)N2 (centres undefined)
  -13.8%, -18.9%, 0.5%, 1.7%, 2.0, -15.1%, 7.2%, 35.1%[activator], -27.0%
O=C(c1ccc(OCCN2CCCCC2)cc1)c1c(-c2ccc(O)cc2)sc2cc(O)ccc12
  -17.5%, 39.8µM*, -17.9%&-7.1%&2.7%, ?, 4.9&0.4&-1.8&0.4, -5.3%&-4.9%, 22.4µM*!, ?, 44.7µM*
CCCCCC/C(=N/O)c1ccccn1
  -11.5%, -23.5%, 19.6%, -2.6%, 13.7, 9.7%, -7.8%[2.33 µM], 59.3%[activator], -2.7%
Cc1ccc(N=C2NC(=O)C(CC(=O)NCc3ccccc3)S2)cc1C (centres undefined)
  -9.6%, -11.6%, 9.8%, -1.1%, -6.3, -1.3%, -5.0%[59 µM], 0.9%, 9.1%
Cc1cc2ncn(C(=O)N3CCC(C)CC3)c2cc1C
  -12.5%, -6.5%, -7.9%, 5.8%, -2.0, 5.7%, 17.1%[59 µM], 20.7%, 5.2%
CCOC(=O)Cn1c(=O)cnc2ccccc21
  -12.1%, -1.6%, 8.1%, -6.3%, 3.6, -7.9%, 27.1%[12.7 µM], 17.2%, -2.4%
C[N+]1(CCn2ccc3ccccc32)CCCCC1
  -8.0%, 25.1µM*, 0.0%, -7.0%, -0.1, -6.1%, 50.1µM*, -4.8%, -5.2%
CCCCN1C(=O)C(=O)N(CC(=O)N2N=C3/C(=C/c4ccco4)CCCC3C2c2ccco2)C1=O (centres undefined)
  -23.4%, ?, 2.2%, -6.6%, 1.2, -1.1%, ?, -27.6%, -33.0%
COc1ccc(-c2nc3ccc(N4CCCC4)cc3c(=O)[nH]2)cc1OC
  ?, -6.2%, -11.9%, 10.4%, -4.7, -12.0%, ?, 29.8%, -0.6%
CN(C)c1ccc(CNC(=O)CCn2c(=O)c3cccn3c3ccc(F)cc32)cc1
  -9.8%, -22.7%, -5.4%, 1.1%, 1.7, -0.6%, -1.3%[59 µM], -2.8%, -12.7%
CN(c1ccccc1)S(=O)(=O)c1ccc(Cl)c(C(=O)NC2=NCCS2)c1
  -8.2%, -15.2%, -2.9%, 3.3%, -0.3, -3.5%, 60.8%[activator], -2.3%, -20.3%
COc1ccc(-c2nn(C)c3sc(C(=O)Nc4cccc(F)c4)cc23)cc1OC
  -22.9%, -19.6%, 3.6%, 15.7%, 4.4, -9.6%, 7.9%[59 µM], 71.1%[activator], 48.2%[activator]
CC(=O)Nc1ccc(S(=O)(=O)Nc2nc3ccccc3nc2N2CCOCC2)cc1
  4.4%, -4.8%, 26.4%, 1.0%, -0.4, -0.9%, nt, 34.8%, nt
CN(C(=O)COC(=O)Cc1c(F)cccc1Cl)c1c(N)n(Cc2ccccc2)c(=O)[nH]c1=O
  -6.8%, -2.9%, 3.6%, -6.6%, -2.3, -3.3%, 6.5%[12.7 µM], 14.0%, -1.1%
O=C(CCCn1c(=O)c2sccc2n(Cc2ccc(F)cc2)c1=O)NCc1ccco1
  -8.9%, -7.7%, -0.2%, -1.5%, 1.9, -0.3%, ?, 30.9%, -19.3%
CCn1c(CNc2ccc(Cl)cc2)nnc1SCCN1CCCCC1
  -14.4%, -4.9%, 9.6%, -5.2%, 3.9, -9.3%, 0.8%[59 µM], 35.7%, 10.8%
Cc1cc(Nc2cc(F)ccc2C)n2nc(C)nc2n1
  -16.7%, -20.4%, 3.7%, 3.4%, -5.5, 6.2%, ?, 10.2%, 10.0%
CC1SC(=NC(=O)c2ccncc2)NC1=O (centres undefined)
  -5.7%, -8.2%, 2.6%, 1.5%, 3.3, i, 39.8µM*, 4.1%, -19.9%
Cc1ccccc1C(=O)Nc1nnc(CC(=O)N/N=C/c2cn(Cc3ccccc3)c3ccccc23)s1
  ?, -2.2%[11.4 µM], 0.8%, 4.7%, 2.7, i, 24.7%[12.7 µM], 66.9%[activator], -19.8%
C#CC(C)(C)NC(=O)c1ccc(-c2ccccc2F)cc1
  -3.7%, 2.5%, 10.7%, -1.2%, 0.7, -4.2%, 4.0%[59 µM], 9.5%, 5.7%
COc1ccc(/C=C/c2nc(C#N)c(NCCc3ccccc3)o2)cc1OC
  -24.4%, 6.9%, 1.7%, ?, -7.5, -4.6%, -27.9%[59 µM], 18.5%, -29.8%
CCn1c(=O)c(CCC(=O)N2CCN(c3ccccn3)CC2)c(C)c2c(C)nn(-c3cccc(C)c3)c21
  -6.4%, 14.4%, -12.1%, 2.0%, -3.4, i, -4.7%[0.0925 µM], 82.7%[activator], ?
COC(=O)c1ccc(NS(=O)(=O)NC(=O)c2c[nH]c3ccccc23)cc1
  -5.2%, -23.7%, -9.1%, -11.7%, 3.6, -8.5%, 7.2%, 18.0%, -36.7%
COc1ccc(CNC(=O)CN(C(=O)c2snc(C(N)=O)c2N)c2ccc(F)cc2)cc1
  -13.3%, 3.9%, -8.1%, -1.0%, 0.7, -6.9%, 17.2%, 34.9%, -12.1%
Cc1ccc(SCc2cc(=O)[nH]c(SCC(=O)Nc3cc(Cl)ccc3Cl)n2)cc1
  -3.4%, -14.6%, -7.3%, -2.3%, 3.0, i, -8.9%, 12.2%, -8.4%
CCOc1cccc2cc(C(=O)N3CCc4ccccc43)c(=O)oc12
  -0.7%, -8.8%, -3.3%, 0.1%, -1.8, -1.9%, 11.6%[59 µM], -0.9%, 5.3%
CN(CC(=O)Nc1ccc(F)c(F)c1F)C(=O)CCN1C(=O)C2CCCCC2C1=O (centres undefined)
  -3.7%, -2.1%, -1.9%, -1.3%, -1.7, -2.6%, 13.5%[59 µM], 40.2%[activator], 0.5%
COc1ccccc1N1CCN(C(=O)CN(CCc2ccccc2)S(C)(=O)=O)CC1
  -4.0%, -17.7%, -24.6%, -2.2%, -1.2, -6.0%, 11.3%, 13.4%, -35.9%
O=S(=O)(NCCc1csc(-c2ccc(F)cc2)n1)c1ccc(F)cc1F
  -20.0%, 2.2%, -5.4%, -5.7%, -6.7, -6.2%, 18.6%[59 µM], 31.5%[57 µM], 16.8%
CCCCNC(=O)CSc1cc(=O)n(C)c2ccccc12
  -11.4%, -11.5%[11.4 µM], -4.6%, 0.7%, -2.7, -1.7%, -22.1%[12.7 µM], -12.6%, -3.2%
CCOC(=O)c1cc(-c2ccc(OC)cc2)n(CCC(=O)NC2CCC(C)CC2)c1C (centres undefined)
  -2.8%, ?, -11.9%, 44.3%[activator], -2.0, -5.7%, -48.8%[59 µM], 7.0%, -20.3%
COc1cc(C2NC(=O)C(C#N)=C(Nc3cccc(C)c3)S2)ccc1O (centres undefined)
  8.5%, -9.6%, 34.6%[activator], 5.0%, -2.9, 2.4%, 44.7µM*, 16.6%, -29.0%&-14.7%
CCOC(=O)[C@@H]1[C@H]2COc3cc(OC)ccc3[C@@H]2N2C(=O)N(c3ccc(OC)cc3)C(=O)[C@]12C
  -15.6%, -22.1%, -0.3%, -4.1%, -2.4, -5.3%, ?, 31.1%, -8.8%
Nc1nc(COC(=O)CCC(=O)c2ccccc2)nc(Nc2ccccc2)n1
  -21.9%, -23.0%, ?, 1.9%, 108.5, -1.8%, -6.3%[0.501 µM], 40.3%[activator], -35.1%
CCOc1cc(/C=N/n2cnnc2)ccc1OCC(=O)Nc1ccccc1OC
  3.1%, -14.0%, 4.3%, -3.1%, 6.1, -5.5%, -5.7%[12.7 µM], 26.4%, 1.6%
CCN1C(=O)[C@H]2[C@@H](c3ccc(-c4cc(C(C)=O)cs4)cc3)N3CCCC[C@@]3(C(=O)OC)[C@H]2C1=O
  -19.2%, -11.5%, 19.6%, -0.9%, -1.1, 4.3%, -2.9%[2.33 µM], 25.5%, 5.7%
O=C(COC(=O)CCC1CCCC1)Nc1nc2c(F)c(F)c(F)cc2s1
  -11.6%, -4.2%, -7.3%, 35.7%[activator], -1.0, -2.9%, 0.4%, 35.3%, -2.3%

Two entries from above, set out differently:
smiles,POLH inh,JMJD2A Tudor,GLS inh,Pin1 inhibitor,PI4K2A block,Tb PGK inh,G9a block,HP1b binding inh,BAZ2B inh
Cc1ccccc1C(=O)Nc1nnc(CC(=O)N/N=C/c2cn(Cc3ccccc3)c3ccccc23)s1,?,-2.2%[11.4 µM],0.8%,4.7%,2.7,i,24.7%[12.7 µM],66.9%[activator],-19.8%
C#CC(C)(C)NC(=O)c1ccc(-c2ccccc2F)cc1,-3.7%,2.5%,10.7%,-1.2%,0.7,-4.2%,4.0%[59 µM],9.5%,5.7%
